HepG2 tox: counter-screen for TGF-b inhibitors: cytotoxicity in HepG2 cells; HepG2 CAGA-GFP viability, ATP luminescence, 18 h; Potency, µM (doses to about 46.1 µM), for inactives: top-dose activity change, negative = cytotoxicity, hits mostly cytotoxic; actives 0.76% (n = 410,000); AID 588856; also: potency is read from the fitted curve at half-maximal effect; some results filed as inactive show a strong effect at the top dose
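HepG2 CAGA-GFP cells (1000/well, DMEM with 1% FBS) received compound, then TGF-beta at 500 pg/mL final, and were incubated 18 hours at 37 degrees C. Viability was read by CellTiter-Glo luminescence. Media-only wells were set as complete cell-killing and DMSO as no toxicity.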
MmCpn inh: inhibitors of Methanococcus maripaludis chaperonin (MmCpn) | Potency, µM (top dose mostly 76.9 µM), for inactives: at the top dose activity, negative = inhibition, most hits filed as inhibitors | actives 0.031% (n = 330,000) | purified Mm-Cpn ATPase, ADP Transcreener TR-FRET; also: potency is read from the fitted curve at half-maximal effect; % is scaled to controls: 0 for no effect and ±100 for the full control effect; nearly all actives have a fitted effect of over 80% in size
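Purified archaeal Mm-CPN (25nM final) preincubated 10 min at 37degC with compound, then 10uM ATP for 30 min at 37degC; ADP measured by HTRF Transcreener TR-FRET; buffer 30 mM TRIS pH 7.4, 100mM KCl, 5mM MgCl2, 1mM DTT.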
Nrf2 inh: Nrf2 pathway inhibition. A549 ARE-Fluc reporter, luciferase luminescence, 18-24 h. Potency, µM (series often up to 46 µM), for inactives: top-dose activity change, negative = inhibition, hits mostly inhibitors. AID 504444. actives 2.1% (n = 360,000); also: potency is read from the fitted curve at half-maximal effect; % is scaled to controls: 0 for no effect and ±100 for the full control effect; nearly all actives have a fitted effect of over 60% in size
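Nrf2 activity is the BugLite luminescence, read 15 min after reagent at room temperature, following CellTiter-Fluor cytotoxicity readout (30 min, 37C). Compound titrations were applied for 18-24 h to 5000 A549 ARE_Fluc cells/well in 5% FBS OPTI-MEM.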
CCT modulator: modulators of cytosolic chaperonin (CCT/TRiC) activity; purified chaperonin ATPase assay, HTRF ADP detection, 30 min; activity change, % (test concentration not listed), hits read low; actives 0.3% (n = 360,000); in the data active = activity change below about -30%; also: % is scaled to controls: 0 for no effect and ±100 for the full control effect
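We incubate TRiC, 40 or 20 nM final, with library compounds at 76 uM and 10 uM ATP for 30 min at 37 °C. ADP formed is detected with Transcreener HTRF reagents after 30 min at room temperature.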
Akt phos inh: Akt phosphorylation inhibition | Neuro2A IGF-stimulated pAkt S473 HTRF, 20 min; hits give low values | activity change, % for hits at 50 µM | actives 0.32% (n = 360,000) | AID 651550; in the data active = activity change below about -80%; inconclusive = mostly about -51% to -80%; also: % is scaled to controls: 0 for no effect and ±100 for the full control effect
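Single-point screen (50 µM final compound) in Neuro2A cells stimulated 20 min with 6 nM IGF at 37 deg C. After lysis, Ser473-phosphorylated Akt read by HTRF (ex 330 nm, em 615/665 nm) as the 665/615 ratio.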
A549 tox: A549 cytotoxicity, counter-screen for Nrf2 inhibitors. Potency, µM (highest dose often 46 µM), without a hit: at the highest dose activity change, negative = cytotoxicity, hits mostly inhibitors. actives 0.16% (n = 390,000). A549 ARE-Fluc cells, CellTiter-Fluor viability, 18-24 h. AID 504648; also: potency is read from the fitted curve at half-maximal effect; % is scaled to controls: 0 for no effect and ±100 for the full control effect
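A549 ARE_Fluc cells in 5% FBS OPTI-MEM were exposed to compounds in concentration-response for 18-24 h at 37 deg C. Viability was read by CellTiter-Fluor fluorescence (Ex 405/Em 525) after 30 min, before the luciferase read.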
TGFb inhibitor: TGF-b pathway inhibition; actives 1.2% (n = 410,000); HepG2 CAGA-GFP TGF-b/SMAD3 reporter, GFP fluorescence, 18 h; TGF-beta stimulated, 500 pg/mL final; Potency, µM (top dose mostly 46.1 µM), inactives show top-dose activity, negative = inhibition, hits mostly inhibitors; also: potency is read from the fitted curve at half-maximal effect; % is scaled to controls: 0 for no effect and ±100 for the full control effect; nearly all actives have a fitted effect of over 65% in size
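HEPG2 CAGA-GFP cells (1000/well, DMEM with 1% FBS) were pre-incubated 2 h at 37 degrees C, given compound by pin tool, then stimulated with TGF-beta at 500 pg/mL final for 18 h before per-cell GFP fluorescence imaging.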
Nrf2 ARE act: Nrf2 pathway activation; AREc32 ARE-luciferase reporter (MCF7-derived line), luminescence, 24 h; Potency, µM (highest dose often 46.1 µM), inactives show at the highest dose activation, hits mostly activators; actives 0.31% (n = 410,000); AID 624171; also: potency is read from the fitted curve at half-maximal effect; % of control where 0% means no effect; nearly all actives have a fitted effect of over 65% in size
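Each well held 1000 AREc32 cells, which were incubated with compound for 24 hr at 37 deg C after overnight attachment, and ARE reporter activity was quantified by firefly luciferase luminescence.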
S2 tox: reduces viability in counter-screen for ATXN expression inhibitors. S2 cells (HEK-293 line with an ATXN2-luciferase reporter) viability, CellTiter-Fluor protease fluorescence, 24 h. Potency, µM (series often up to 56.7 µM), most hits filed as cytotoxic. actives 0.49% (n = 400,000). AID 651635; also: potency is read from the fitted curve at half-maximal effect; nearly all actives have a fitted effect of over 40% in size
* marks the source's active call; other numbers are inactive results; i = inactive; ? = inconclusive; . = not tested or not shown; & = joins results of further samples. Unless noted, calls follow the shape of the dose curve; as a rule, active = well fitted curve in the direction sought with a large enough effect; inconclusive = small, poorly fitted or top-dose-only effect, or another doubt; inactive = no such curve, though single readings can be large; an effect the other way counts as inactive or inconclusive.

SMILES	HepG2 tox	MmCpn inh	Nrf2 inh	CCT modulator	Akt phos inh	A549 tox	TGFb inhibitor	Nrf2 ARE act	S2 tox
CCn1cc(C(=O)NCCc2ccc(OC)c(OC)c2)c(=O)c2cc(S(=O)(=O)N3CCOCC3)ccc21	-12%&-7%	1%	?	1.0	i	-2%&-4%	-13%&-14%	7.2%&-0.4%	i
O=C(CCC1N=C2c3ccccc3N=C(SCc3ccc(F)cc3)N2C1=O)N1CCN(c2ccccc2)CC1 (stereo unspecified)	-36%	.	?	.	.	-17%	-14%	1.1%	i
Cn1cnc(S(=O)(=O)N2CCCC(C(=O)Nc3cccc(C#N)c3)C2)c1 (stereo unspecified)	3%	.	.	.	.	1%	17%	1.5%	.
CC(NC(=O)c1ccc(CS(=O)(=O)Cc2ccccc2F)o1)c1ccc2c(c1)OCCO2 (stereo unspecified)	-6%	-6%	-11%	0.1	i	2%	-3%	-0.2%	i
O=C(COc1ccc(Br)cc1)Nc1ccc(C(=O)Nc2ccccc2C(=O)O)cc1	-1%	2%	1%	-7.3	i	4%	-2%	0.1%	i
COc1cccc(CN(C)C(=O)c2ccc(NS(=O)(=O)c3ccc4[nH]c(=O)[nH]c4c3)cc2)c1OC	-4%	-1%	7%	-4.1	i	-2%	-15%	-0.7%	i
CCC(NC(=O)Nc1cc(OC)c(OC)c(OC)c1)(C(F)(F)F)C(F)(F)F	-31%	2%	-6%	2.1	i	0%	29%	-0.8%	i
Cc1ccc2c(c1)N(CC(=O)N1CCCC(C)C1)C(=O)CO2 (stereo unspecified)	12%	1%	-4%	-0.6	i	?	-3%	-0.6%	?
O=C(CCN1N=C(c2ccccc2)CCC1=O)NC1CCCCC1	-2%	.	.	1.5	i	.	-9%	0.5%	i
Cc1c(C(=O)O)cccc1[N+](=O)[O-]	2%	1%	13%	0.4	i	-1%	-6%	0.3%	i

Random excerpt: 5 records from the list, in no set order.
SMILES	HepG2 tox	MmCpn inh	Nrf2 inh	CCT modulator	Akt phos inh	A549 tox	TGFb inhibitor	Nrf2 ARE act	S2 tox
O=C(COc1ccc(Br)cc1)Nc1ccc(C(=O)Nc2ccccc2C(=O)O)cc1	-1%	2%	1%	-7.3	i	4%	-2%	0.1%	i
O=C(CCC1N=C2c3ccccc3N=C(SCc3ccc(F)cc3)N2C1=O)N1CCN(c2ccccc2)CC1 (stereo unspecified)	-36%	.	?	.	.	-17%	-14%	1.1%	i
O=C(CCN1N=C(c2ccccc2)CCC1=O)NC1CCCCC1	-2%	.	.	1.5	i	.	-9%	0.5%	i
CCn1cc(C(=O)NCCc2ccc(OC)c(OC)c2)c(=O)c2cc(S(=O)(=O)N3CCOCC3)ccc21	-12%&-7%	1%	?	1.0	i	-2%&-4%	-13%&-14%	7.2%&-0.4%	i
Cn1cnc(S(=O)(=O)N2CCCC(C(=O)Nc3cccc(C#N)c3)C2)c1 (stereo unspecified)	3%	.	.	.	.	1%	17%	1.5%	.

(cont.)
SMILES	HepG2 tox	MmCpn inh	Nrf2 inh	CCT modulator	Akt phos inh	A549 tox	TGFb inhibitor	Nrf2 ARE act	S2 tox
COC(=O)c1ccc(CSc2ccc3nnc(-c4cccc(F)c4)n3n2)o1	-5%	-1%	?	-1.8	i	-3%	-12%	4.1%	i
O=C(CN1C(=O)NC2(CCCCCC2)C1=O)Nc1ccc(OC(F)(F)F)cc1	-29%	.	.	-1.5	i	.	-8%	0.2%	i
COc1ccc(OC)c(NC(=O)c2c(NCc3ccc(OC)c(OC)c3)sc3c2CCC3)c1	-9%	.	.	.	.	-5%	-4%	15%	.
Cc1cc(C)c2c(c1)c(C)cc1nnc(SCc3ccccc3C#N)n12	0%	.	-6%	.	.	6%	1%	-1.0%	.
CC(C)NC(=O)CCCN1C(=O)CCn2nc(-c3cccn3C)cc21	-19%	.	.	.	.	2%	-10%	-0.6%	i
O=C1C2CCCN2C(=O)N1CCN1CCN(CCO)CC1 (stereo unspecified)	-4%	-8%	6%	-3.8	i	1%	0%	-0.3%	i
CCCCCCCCC(=O)NC(NC(=S)N1CCOCC1)C(Cl)(Cl)Cl (stereo unspecified)	-73%	0%	?	-0.2	i	-19%	?	0.4%	i
Cc1noc(C)c1C(=O)OCC(=O)Nc1ccc(S(N)(=O)=O)cc1	5%	1%	-1%	-1.3	i	7%	2%	-0.4%	i
CN1CCN(S(=O)(=O)c2ccc(N(C)Cc3cccs3)nc2)CC1	-18%	1%	0%	0.0	i	-11%	?	-0.8%	i
Cc1cc2cccc(C)c2nc1SCC(=O)NC1CCCCC1	3%	2%	7%	-0.4	i	3%	-2%	-0.8%	i
CCCCOC(=O)c1ccc(NC(=O)C(=O)NCc2cccnc2)cc1	-25%	4%	?	2.2	i	3%	-14%	2.7%	i
Cc1cc(C)c2c(N)c(C(=O)N/N=C/c3ccccc3)sc2n1	-24%	-1%	13%	-1.9	i	-8%	-23%	3.9%	i
COc1cc(/C=C/[N+](=O)[O-])ccc1OC(=O)/C=C/c1ccc(F)cc1	6%	2%	3%	-2.6	i	-1%	-9%	0.6%	?
Nc1c(-c2ccc(Cl)cc2)cnc2ncnn12	-22%	2%	11%	-3.6	i	-1%	-9%	-0.1%	i
Cc1cc(NC(=O)COC(=O)CSCc2ccc(Cl)c(Cl)c2)no1	-3%	-1%	-17%	-1.6	i	-2%	0%	-0.2%	i
CC(c1ccc(Br)cc1)N1CC23C=CC(O2)C(C(=O)O)C3C1=O (stereo unspecified)	-1%	0%	14%	0.8	i	-2%	-3%	-0.7%	i
Nc1ccc(-n2nnnc2-c2ccco2)cc1	3%	1%	18%	-1.1	i	-11%	2%	-0.8%	i
C=CCNC(=O)c1ccccc1NS(=O)(=O)c1ccc(SC)cc1	-7%	-5%	-6%	0.4	i	2%	-28%	-0.1%	i
Cc1cc(C)c(S(=O)(=O)c2cccc(Br)c2C)c(Cl)n1	-7%	1%	-8%	0.4	i	1%	27%	-0.2%	i
CC1CN(c2nc3ccccn3c(=O)c2C=O)CC(C)O1 (stereo unspecified)	-11%	0%	-6%	-4.3	i	-4%	-6%	1.0%	i
Cc1ccc(NC(=O)CS(=O)Cc2nc(-c3ccc(C)cc3)oc2C)cc1 (stereo unspecified)	7%	-1%	4%	0.6	i	0%	0%	0.7%	i
CCc1ccc(/C=C(/C#N)C(N)=S)s1	3%	-2%	-4%	-2.5	i	3%	-6%	-0.3%	i
CCOc1ccc2oc(C(=O)N3CCN(c4ccccn4)CC3)c(C)c2c1	-9%	1%	-21%	2.3	i	-14%	-9%	3.3%	i
CCc1cc(C(=O)N2CCCC(C(=O)c3ccc(C(F)(F)F)cc3)C2)n(C)n1 (stereo unspecified)	-13%	1%	6%	-0.3	i	-1%	-17%	-0.5%	i
CC(=O)c1cccc(-c2cnc3c(NC=O)cc(-c4cccc(C(=O)N(C)C)c4)cn23)c1	-1%	.	.	0.0	i	.	?	13%	?
COc1cccc2c1OC1(C)CC2NC(=O)N1 (stereo unspecified)	-2%	-2%	-16%	-4.7	i	-9%	5%	-0.4%	i
CCOC(=O)Cc1csc(NC(=O)COc2ccccc2OCC)n1	-9%	0%	5%	-0.5	.	-11%	-6%	-0.6%	.
CCN(CC)C(=S)SC1CCCCN(C(=O)c2ccc(F)cc2)C1=O (stereo unspecified)	-3%	-1%	-8%	-5.4	i	-2%	?	4.3%	i
O=C(Cn1cnc2nc3n(c2c1=O)CCC3)NCc1ccccc1	3%	2%	1%	1.4	i	3%	9%	-1.0%	i
O=C(CN1C(=O)c2ccccc2C1=O)Nc1cccc(O)c1	23%	-1%	-5%	-0.7	i	-7%	-11%	0.2%	i
NCCN1C(=O)S/C(=C\c2ccc3c(c2)OCO3)C1=O	-20%	1%	?	0.0	i	-10%	-8%	0.8%	i
COc1cccc(Cn2cnc3c(NS(=O)(=O)c4cc(Cl)ccc4Cl)c(C)c(C)cc32)c1	-18%	1%	-24%	-0.5	i	-10%	-14%	0.6%	?
CCOc1ccc(S(=O)(=O)NCCC(=O)NCc2ccc(OC)c(OC)c2)cc1	1%	-1%	3%	0.4	i	-3%	5%	-0.2%	?
Clc1cccc(Cc2c(-c3ccccc3)nc3ccc(Cl)cn23)c1	-31%	.	.	2.5	i	.	?	5.9%	?
Cc1[nH]c2ccccc2c1CC(=O)O	-8%	0%	?	-2.5	i	-11%	10%	-0.1%	?
COc1ccccc1N1CCN(CCCC(=O)c2ccc(F)cc2)CC1	-13%	-2%	-9%	0.3	i	1%	12%	2.1%	i
Cc1ccc2cc(C(c3nnnn3C3CCCC3)N3CCOCC3)c(=O)[nH]c2c1C (stereo unspecified)	9%	-1%	21%	0.9	i	0%	-2%	-0.6%	i
C=CCN(CC=C)Cc1cc(=O)oc2cc(C)ccc12	-33%	.	.	-2.1	i	.	-23%	-0.9%	i
Cc1cc(S(=O)(=O)N2CCCCC2CCNC(=O)C(=O)NCCN2CCOCC2)ccc1F (stereo unspecified)	1%	.	.	-0.2	i	.	2%	-2.3%	i
CC(=O)Nc1nc2ccccc2n1Cc1ccc(C)cc1	-29%	-7%	18µM*	-1.0	i	-1%	-31%	-2.9%	i
Cc1cc(C(=O)OCC(=O)Nc2ccccc2C)c(C)o1	3%	0%	7%	1.3	i	1%	1%	-0.2%	i
Cc1[nH]n(-c2ccccc2)c(=O)c1C(c1ccccc1C(=O)O)c1c(C)[nH]n(-c2ccccc2)c1=O	6%	0%	1%	0.7	i	-4%	-3%	-0.5%	i

Screens: PubChem BioAssay, National Center for Advancing Translational Sciences (NCATS)
